# Assay outcomes: PubChem BioAssay, Broad Institute
# RAD52 anneal inh – inhibitors of human RAD52 DNA annealing; P43351; recombinant RAD52 DNA annealing, FRET fluorescence; inhibition, % at 18.7 µM; 0.46% of 360,000 active;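 active = every replicate showing at least 50% inhibition; inconclusive = mean inhibition at least 50% but not in every replicate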
# XiGFP reactiv – X-chromosome reactivation activator. XiGFP mouse fibroblasts, % GFP-positive cells imaging, 3 d; cells co-treated with 5-aza-dC sensitizer; scaled so ellipticine positive control = 100%. activation, % at 7.58 µM. 0.055% of 360,000 active;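 active = mean normalized replicate activation at least 10% and every replicate at or above 10%; inconclusive = only one of the two criteria met; inactive = mean below 10% and not all replicates reach 10%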;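 note: 0% = median of on-plate neutral control wells and 100% = ellipticine 6 µM median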
#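 Material: XiGFP fibroblasts, SV40-immortalized. Buffer or medium: DMEM plus 5-aza-dC sensitizer. Compound: single concentration per compound, delivered by pin transfer. Times: 3 days compound exposure. Controls: ellipticine 6 µM.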
# ERp5 inh – blocks human ERp5 reductase activity on insulin; inhibition, % at 9.99 µM; ERp5 insulin aggregation, absorbance 650 nm, 90 min; AID 651711; 0.05% of 350,000 active; Q15084;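 active = mean replicate inhibition above about 25%, with every replicate also reaching it, limit read from the data, passing the limit was not always enough; inconclusive = only one of those two criteria met; inactive = neither criterion met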
# E-sel inducer – induces E-selectin expression in human endothelial cells. HUVEC E-selectin immunofluorescence imaging; normalized: neutral wells 0, TNF-alpha wells 100. 0.37% of 260,000 active. activation, % at 7.58 µM. P16581;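 active = mean E-selectin-positive cell signal at least 10% of the positive control, reached in at least 60% of replicates, without over 20% cell loss; inconclusive = no rule given, readout overlaps actives, possibly toxicity-flagged; inactive = the rest, including those meeting only one limit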;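 note: in these data hits start at about 27%; measured in HUVEC primary endothelial cells; signal is the percent of cells scored E-selectin positive by PE staining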
#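 Test system: HUVEC | Signal: Immunofluorescence imaging | Read-out: Percent E-selectin-positive cells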
# S100A4 MyoIIA – S100A4-myosin IIA interaction inhibition; P26447; S100A4/TAMRA-MyoIIA peptide fluorescence polarization; inhibition, % at 10.7 µM; 0.14% of 360,000 active; AID 652163;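 active = mean inhibition of at least 70% across replicates, with every replicate also reaching that level; inconclusive = mean inhibition reaches 70% but some replicates fall short; inactive = mean inhibition below 70%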
# Target sequence (P26447 whole entry, looked up): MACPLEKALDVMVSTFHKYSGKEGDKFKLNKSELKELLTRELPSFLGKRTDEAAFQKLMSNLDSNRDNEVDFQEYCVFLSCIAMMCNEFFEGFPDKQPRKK
#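 Compound dosing: one dose per compound; test system: human S100A4 monomer with TAMRA-labelled myosin IIA peptide; probe or stimulus: TAMRA-labelled myosin IIA heavy-chain peptide probe, 5 nM; medium: HEPES buffer with Ca2+, pH 7.2; schedule: 5 min incubation before reading; benchmarks: neutral control DMSO, positive control TFP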
# esBAF inh – blocks esBAF chromatin remodeling in mouse ES cells. Bmi1-luciferase knock-in reporter, 24 h; 100% = twice the neutral-well signal. reporter increase, % at 12.5 µM. 2% of 350,000 active; in the data active = activation above about 40%; inconclusive = no clear call, values can overlap the other calls;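 note: 0% = median of the plate's neutral control wells and 100% = double that signal; a rise in the Bmi1 reporter signal indicates esBAF inhibition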
# ERAP1 inh – ERAP1 (human) enzyme inhibition; Q9NZ08; recombinant ERAP1, Leu-AMC fluorescence, 60 min; inhibition, % at 10.7 µM; 0.15% of 340,000 active; AID 652197;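 active = mean replicate inhibition of at least 30%, or all replicates individually reaching that 30% level; inactive = mean below 30% and not every replicate reaching it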;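 note: 0% = neutral control wells and 100% = L-leucinethiol positive control wells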
# RAD54 inh – inhibitors of human RAD54 branch migration; 0.14% of 360,000 active; RAD54 Holliday junction branch migration, FAM/BHQ fluorescence; Q92698; AID 602329; inhibition, % at 10.4 µM;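 active = mean normalized replicate activity at least 40 and at least half of replicates scoring 40 or more; inconclusive = only one of the two criteria met; inactive = mean below 40 and under half of replicates reaching 40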;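 note: 0% = median of neutral control wells and 100% = median of positive control wells; inhibitors cause a drop in the FAM fluorescence signal; in these data hits start at about 50%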
# Target sequence (Q92698 whole entry, looked up): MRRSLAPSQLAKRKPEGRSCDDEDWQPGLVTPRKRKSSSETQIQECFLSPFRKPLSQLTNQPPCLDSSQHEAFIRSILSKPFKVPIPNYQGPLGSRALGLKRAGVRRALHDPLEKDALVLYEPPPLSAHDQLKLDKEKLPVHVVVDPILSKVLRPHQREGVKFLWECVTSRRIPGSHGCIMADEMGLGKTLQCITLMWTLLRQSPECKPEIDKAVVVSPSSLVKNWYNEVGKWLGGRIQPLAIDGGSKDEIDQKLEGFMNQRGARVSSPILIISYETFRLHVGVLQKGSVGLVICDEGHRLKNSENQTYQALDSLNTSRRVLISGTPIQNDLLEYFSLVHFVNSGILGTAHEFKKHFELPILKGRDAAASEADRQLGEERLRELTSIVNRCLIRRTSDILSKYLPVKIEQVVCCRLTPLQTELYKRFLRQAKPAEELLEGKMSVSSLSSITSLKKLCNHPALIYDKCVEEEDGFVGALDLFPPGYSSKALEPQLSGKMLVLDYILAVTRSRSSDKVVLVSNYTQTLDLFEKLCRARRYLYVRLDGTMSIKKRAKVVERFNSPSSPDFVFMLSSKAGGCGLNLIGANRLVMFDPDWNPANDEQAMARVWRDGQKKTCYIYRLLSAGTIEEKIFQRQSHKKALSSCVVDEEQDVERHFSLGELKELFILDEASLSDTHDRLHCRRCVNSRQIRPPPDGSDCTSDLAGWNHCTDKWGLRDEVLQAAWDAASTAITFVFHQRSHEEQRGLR
# * = called active by the depositor; ? = inconclusive; . = not tested or not shown.
SMILES,RAD52 anneal inh,XiGFP reactiv,ERp5 inh,E-sel inducer,S100A4 MyoIIA,esBAF inh,ERAP1 inh,RAD54 inh
Cc1ccc2c(CN(C)Cc3ccc(OC(F)F)cc3)cc(=O)oc2c1C,-38.3,0.0,-1.1,7.6,-3.4,-1.5,1.7,13.5
O=C(N/N=C/c1ccco1)c1cccc(NC(=O)c2cccc(Cl)c2)c1,-10.6,0.1,-4.4,.,-2.8,3.8,-1.7,-4.7
OC(COCC1COc2ccccc2O1)CN1CCCCC1 (stereo unspecified),-15.7,0.1,6.4,.,0.1,.,7.2,.
C=CCNC(=O)C1CCN(S(=O)(=O)c2cccs2)CC1,-1.3,0.0,2.1,-0.2,-3.0,-0.3,-1.4,-5.3
Cc1ccc(S[C@]2(C(=O)NC(C)C)CC(=O)N(C(C)C)[C@@H]2c2ccc(CO)cc2I)cc1,-9.7,.,-3.4,.,4.2,.,3.6,-3.9
CCC(C(=O)OCCN(CC)CC)c1ccccc1 (stereo unspecified),-1.3,-0.2,-1.1,0.0,-0.7,0.8,-1.1,-0.7
Cc1onc(-c2c(Cl)cccc2Cl)c1C(=O)NC(=S)N1CCOCC1,-11.1,0.1,-1.5,0.0,-0.8,-5.4,.,6.4
CCC(=O)N1CC2(CCN(C(=O)Nc3c(C)noc3C)CC2)c2c([nH]c3cc(OC)ccc23)[C@H]1CO,-12.4,0.0,-1.4,0.1,5.7,.,-5.5,.
C=CCN(c1ccccc1)S(=O)(=O)c1cccc(C(=O)NCc2ccco2)c1,-20.9,0.3,-2.2,0.2,-10.2,-1.8,-2.0,1.3
O=C(COC(=O)/C=C/c1ccco1)Nc1ccccc1,-27.9,0.0,2.4,12.2,-0.2,-0.1,0.1,0.7
Cc1cc(C(=O)CN2C(=O)C(=O)N(C3CCCC3)C2=O)c(C)n1-c1ccc(F)cc1,-22.1,0.0,-3.3,.,-6.2,2.3,2.7,-6.0
Cc1nn(CC(=O)N2CCCC2)c(=O)c2cc3cc(F)ccc3n12,-17.7,0.0,2.3,.,-2.8,1.1,1.7,-11.2
CCN(CC(=O)Nc1ccc(NC(C)=O)cc1)C(=O)/C=C/c1cn(-c2ccccc2)nc1-c1ccc(C)cc1,-2.1,-0.1,6.7,0.1,-0.6,5.0,2.7,-9.9
S=c1[nH]nc(-c2ccncc2)n1/N=C/C=C/c1ccccc1,-10.2,0.3,2.9,2.8,-0.2,.,1.0,.
Cc1ccc(C2(c3ccc(C)cc3)CC2C(=O)NCc2cccnc2)cc1 (stereo unspecified),-46.6,-0.1,-0.6,.,1.0,.,-4.1,.
COc1ccc(Cc2c(-c3ccco3)nc3c(C)cc(Br)cn23)c(C)c1,-35.8,-0.1,-15.3,.,-54.6,-6.0,0.5,1.7
C[C@@H]1CN([C@H](C)CO)C(=O)Cc2cc(NC(=O)C3CC3)ccc2O[C@H]1CN(C)Cc1ccc2c(c1)OCO2,6.7,0.0,3.4,-5.0,42.3,0.5,4.0,-1.0
CCCCNC(=O)C1c2ccccc2OCC(=O)N1CCc1ccccc1 (stereo unspecified),-3.5,0.1,-2.5,.,-9.0,.,-2.2,.
COC(CC(=O)NNC(=S)Nc1ccc(Cl)cc1)OC,-1.5,0.3,4.2,.,0.0,-0.8,-2.6,-5.6
COC(=O)C1(C(=O)OC)NOC2C(=O)N(N(C)c3ncc(C(F)(F)F)cc3Cl)C(=O)C21 (stereo unspecified),-4.2,0.0,3.1,.,5.1,-5.3,3.5,.
COc1ccccc1C(=O)C1CCCN(C(=O)c2cccc(Cn3cccn3)c2)C1 (stereo unspecified),-17.1,0.4,7.4,1.0,5.0,3.6,-1.2,1.4
O=c1c(Br)c(N2CCCCC2)cnn1-c1ccccc1,-0.9,0.0,1.1,.,2.1,.,0.9,.
CC(Sc1nc(N)cc(N)n1)C(=O)Nc1ccc(N2CCOCC2)cc1 (stereo unspecified),-12.9,0.7,.,-1.9,-4.9,-3.5,-1.8,3.1
CS(=O)(=O)NCCNc1ccc(Cl)cc1[N+](=O)[O-],-3.2,0.2,0.6,-0.2,-0.6,.,1.7,.
COc1ccc(CC(=O)Nc2ccc(S(=O)(=O)Nc3cc(OC)nc(OC)n3)cc2)cc1,-27.8,0.0,2.2,.,-7.0,-5.8,1.9,0.8
SMILES,RAD52 anneal inh,XiGFP reactiv,ERp5 inh,E-sel inducer,S100A4 MyoIIA,esBAF inh,ERAP1 inh,RAD54 inh
Cn1c(=O)c([N+](=O)[O-])c(NCc2ccc3c(c2)OCO3)c2ccccc21,-18.1,0.0,-1.7,.,2.7,.,.,2.3
NC(=O)CN1C(=O)C(O)(CC(=O)/C=C\c2ccc3c(c2)OCO3)c2ccccc21 (stereo unspecified),-1.6,0.0,-2.3,.,-1.7,.,4.5,.
N/C(=N\OC(=O)c1ccc(Cl)cc1[N+](=O)[O-])c1ccccn1,-8.4,0.0,-6.0,.,-7.9,10.1,0.3,5.4
CN(CCc1ccccc1)C(=O)c1ccc(NC(=O)Cc2ccc(NC(=O)C3CCN(C(=O)c4ccccc4)CC3)cc2)cc1,-11.4,0.0,2.0,2.1,-1.4,-0.6,-1.2,-6.6
COCCN(CCOC)C(=O)c1ccc(NS(=O)(=O)c2ccc3c(c2)OCCO3)cc1,-14.5,0.2,-18.8,1.3,-2.4,-2.8,0.6,-7.2
Cc1ccnc2nc(C(=O)OCC(=O)N(Cc3ccccc3)C(C)(C)C)nn12,-17.3,0.0,-7.5,-0.3,-4.9,-6.6,-0.5,-5.2
CN(C)c1ccc(C2CC(=O)NC3=C2C(=O)CC(C)(C)C3)cc1 (stereo unspecified),-3.3,.,-1.7,.,-4.3,-1.6,-2.7,-7.6
O=C(c1ccc(N2CCN(CCO)CC2)nc1)N1CCOCC1,-8.8,0.0,3.5,-0.4,3.2,.,0.3,.
O=C1C=C(c2ccccc2)C(c2ccccc2)C1O (stereo unspecified),-10.0,-0.1,-9.8,-0.3,-3.3,.,1.3,.
COc1cc(-c2n[nH]c(=S)n2Cc2ccccc2)cc(OC)c1OC,-8.6,-0.1,9.9,0.0,-0.6,-3.8,0.0,1.1
Cn1c(C=O)c(C#CC(C)(C)O)c2ccccc21,-19.6,0.1,-1.4,0.0,2.0,4.5,-2.1,15.2
Cn1ncc2c(=S)[nH]c(=S)[nH]c21,-17.7,0.1,2.4,-0.1,-4.2,.,1.1,.
O=C(c1ccc(N2CCCC2)c([N+](=O)[O-])c1)N1CCN(S(=O)(=O)c2ccccc2)CC1,-7.8,0.2,2.5,0.5,-4.5,1.9,1.1,10.6
CC1=CC[C@@]23CCCN2C(=O)CCC[C@H]3C1,-11.0,0.1,4.6,.,6.1,0.1,.,-1.6
COc1ccc(C(=N/O)/C(=N/O)c2ccc(OC)cc2)cc1,-7.5,.,-0.2,.,5.8,-6.1,5.8,.
Cc1ccc(S(=O)(=O)Nc2ccc3c(c2)C(=O)N([C@@H](C)CO)C[C@@H](C)[C@@H](CN(C)S(=O)(=O)c2ccc(Cl)cc2)OCCCC[C@@H](C)O3)cc1,.,-0.1,.,1.0,.,4.9,.,-21.2
O=C(N[C@@H]1CC[C@H](CCn2cc(C3(O)CCCC3)nn2)O[C@@H]1CO)C1CCCC1,10.5,0.0,-2.0,0.2,0.7,6.2,1.6,-1.4
C[C@H](NC(=O)C[C@H]1C[C@@H]2c3cc(NC(=O)C4CCC4)ccc3O[C@@H]2[C@H](CO)O1)c1ccccc1,-1.1,0.1,11.3,-0.2,-4.7,9.5,0.7,-0.9
O=C(COc1cccc(C(F)(F)F)c1)NNC(=O)c1ccc(=O)[nH]c1,-13.5,1.0,-3.1,0.2,-0.8,-6.7,0.5,3.5
O=C1CCC[C@@H]2Cc3nc4ccc(Cl)cc4cc3[C@@H]3CCN1[C@H]23,-4.6,-0.2,1.5,1.2,1.7,5.8,2.0,7.3
COc1cccc(C(c2sc3ncnn3c2O)N2CCc3ccccc3C2)c1 (stereo unspecified),2.3,4.4,3.7,-0.7,-2.4,-5.4,2.9,12.2
O=C(CSc1n[nH]c(-c2ccncc2)n1)Nc1ccccc1Cl,-4.6,-0.2,-2.7,-0.1,-20.3,1.1,-0.7,6.1
O=C(C[C@H]1CC[C@@H]2[C@H](COC[C@H](O)CN2Cc2cc(F)ccc2F)O1)NCc1ccccc1,-2.9,0.3,-6.6,-0.1,9.8,0.0,0.6,-6.9
CCCC(=O)N1C[C@H]2[C@@H](c3ccccc31)[C@@H](CO)N2C(=O)Nc1ccc(F)cc1,-3.9,0.0,0.5,0.0,5.2,4.4,0.7,16.6
O=Cc1cc([N+](=O)[O-])ccc1N1CCOCC1,-15.4,0.0,-3.1,-0.3,2.8,.,-0.7,.

# Just ERAP1 inh and RAD52 anneal inh (3 entries from above):
SMILES | ERAP1 inh | RAD52 anneal inh
C[C@H](NC(=O)C[C@H]1C[C@@H]2c3cc(NC(=O)C4CCC4)ccc3O[C@@H]2[C@H](CO)O1)c1ccccc1 | 0.7 | -1.1
O=C(COc1cccc(C(F)(F)F)c1)NNC(=O)c1ccc(=O)[nH]c1 | 0.5 | -13.5
O=C1CCC[C@@H]2Cc3nc4ccc(Cl)cc4cc3[C@@H]3CCN1[C@H]23 | 2.0 | -4.6

# (more compounds)
SMILES,RAD52 anneal inh,XiGFP reactiv,ERp5 inh,E-sel inducer,S100A4 MyoIIA,esBAF inh,ERAP1 inh,RAD54 inh
Cc1ccc(S(=O)(=O)N2[C@@H](Cc3ccccc3)CO[C@H]2CC(=O)c2cccs2)cc1,-14.5,0.3,-3.1,0.3,-1.6,.,-5.3,.
O=C(NNC(=O)c1ccccc1-c1ccccc1C(=O)O)c1cccc([N+](=O)[O-])c1,-14.3,0.0,0.9,.,-8.8,.,-8.2,.
COC(=O)[C@@H](Cc1c[nH]c2ccccc12)NC(=O)CCC(=O)c1ccc(Br)cc1,-15.2,0.0,-5.1,.,-2.7,-2.2,-2.9,-4.5
COc1ccccc1C(=O)NNC(=O)c1csc(N2CCOCC2)n1,-10.7,-0.1,0.9,.,-2.1,.,0.2,1.6
CC(C)c1ccccc1,-2.5,.,0.3,.,7.4,4.4,-6.9,0.2
CC1CCCC(C)N1C(=O)COC(=O)c1cccs1 (stereo unspecified),-9.2,0.0,6.9,.,-1.6,3.9,0.6,-2.6
COCC(=O)N(C)C[C@H]1Oc2cc(C3=CCCCC3)ccc2S(=O)(=O)N([C@H](C)CO)C[C@H]1C,-5.1,0.7,10.5,-0.6,1.3,2.3,0.4,12.6
O=C(OCc1cccc(F)c1)c1ccc2c(=O)n3c(nc2c1)CCC3,-12.4,?,-9.6,.,-0.1,7.4,3.7,.
COC(=O)C[C@H]1C[C@H]2c3cc(NS(=O)(=O)c4ccccc4)ccc3O[C@H]2[C@H](CO)O1,.,-0.1,.,0.4,.,4.3,.,0.8
C[C@H](CO)N1C[C@H](C)[C@@H](CN(C)C(=O)Nc2cccc3ccccc23)Oc2c(NC(=O)c3cnccn3)cccc2C1=O,-14.7,-0.6,0.6,-0.1,6.9,-5.1,-0.4,-0.8
NC(=O)N1N=C2/C(=C/c3ccccc3)CCCC2C1c1ccccc1 (stereo unspecified),-8.9,0.3,4.1,23.9,-3.3,-0.9,1.6,-0.8
